Bioassay records (PubChem)
Mdm2 MdmX PPI: disrupts the human Mdm2-MdmX interaction | SaOS-2 split-luciferase Mdm2/MdmX complementation, luminescence | inhibition, % at 8 µM | 330,000 compounds, 3% hits | AID 485346;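 active means inhibition of at least 50% at 8 µM in the primary screen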
Target sequence (O15151 whole entry, looked up): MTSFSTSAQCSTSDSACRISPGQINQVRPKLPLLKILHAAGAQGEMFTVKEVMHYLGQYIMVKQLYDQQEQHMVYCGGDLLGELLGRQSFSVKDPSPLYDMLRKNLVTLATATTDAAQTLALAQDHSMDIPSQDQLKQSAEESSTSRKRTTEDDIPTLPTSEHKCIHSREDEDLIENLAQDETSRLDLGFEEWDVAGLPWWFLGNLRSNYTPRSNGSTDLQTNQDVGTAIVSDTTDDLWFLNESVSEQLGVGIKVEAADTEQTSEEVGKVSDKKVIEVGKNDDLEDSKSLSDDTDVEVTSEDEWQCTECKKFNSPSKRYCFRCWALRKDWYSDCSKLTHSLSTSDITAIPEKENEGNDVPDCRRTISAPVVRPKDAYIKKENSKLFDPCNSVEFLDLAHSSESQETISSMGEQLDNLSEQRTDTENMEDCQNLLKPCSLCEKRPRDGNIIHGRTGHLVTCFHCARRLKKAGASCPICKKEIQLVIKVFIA
Target sequence (Q00987 whole entry, looked up): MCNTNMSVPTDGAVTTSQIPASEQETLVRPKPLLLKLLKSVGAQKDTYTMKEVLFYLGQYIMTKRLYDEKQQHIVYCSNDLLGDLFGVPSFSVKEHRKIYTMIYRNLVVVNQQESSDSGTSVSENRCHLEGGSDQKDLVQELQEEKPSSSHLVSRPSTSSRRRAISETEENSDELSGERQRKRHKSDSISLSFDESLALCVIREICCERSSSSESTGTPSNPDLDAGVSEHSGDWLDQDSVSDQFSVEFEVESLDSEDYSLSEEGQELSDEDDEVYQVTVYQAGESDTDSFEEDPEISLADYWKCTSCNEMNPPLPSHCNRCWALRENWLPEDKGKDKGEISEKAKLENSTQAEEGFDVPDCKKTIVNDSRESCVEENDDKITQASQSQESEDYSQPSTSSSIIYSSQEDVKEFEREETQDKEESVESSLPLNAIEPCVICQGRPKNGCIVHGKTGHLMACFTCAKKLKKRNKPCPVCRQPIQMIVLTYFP
tim10-1 inh: growth inhibitors of tim10-1 mutant yeast | 330,000 compounds, 2.2% hits | S. cerevisiae tim10-1 ts strain growth, BacTiter-Glo, 24 h | AID 463190 | inhibition, % at 20 µM;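 active means inhibition of at least 40%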;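 further: mutant grown at 25 °C; 0% = DMSO wells with yeast and 100% = wells holding no yeast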
TIM10 inh: inhibits growth of TIM10 yeast strain | 330,000 compounds, 1.4% hits | inhibition, % at 10 µM | S. cerevisiae TIM10 strain growth, BacTiter-Glo luminescence, 24 h;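 active means inhibition of 40% or more at the single tested concentration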;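 further: wild-type TIM10 isogenic control strain grown at permissive 25 °C; 0% = DMSO yeast wells and 100% = minimal medium wells without yeast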
tim23-1 inh: tim23-1 yeast growth inhibition. S. cerevisiae tim23-1 growth, BacTiter-Glo luminescence, 24 h. inhibition, % at 20 µM. 330,000 compounds, 1.3% hits;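 active means growth inhibition of the mutant yeast at or above 50%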;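 further: temperature-sensitive mutant grown at 25 °C; plate controls were DMSO-treated mutant yeast for no effect and medium wells lacking yeast for full effect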
UPR XBP1 act: activators of adaptive arm of unfolded protein response (XBP1) | 330,000 compounds, 0.33% hits | activation, % at 20 µM | CHO-XBP1 luciferase reporter, IRE1-XBP1 UPR activation, luminescence; percent of tunicamycin response, DMSO as zero | AID 463104;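 active means versus positive control, 20 µM dose yields 30% or more activation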;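 further: 100% = tunicamycin at 10 µg/mL and 0% = DMSO only wells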
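Assay system: CHO-XBP1 luciferase reporter cells; Schedule: 6 h treatment, 37 °C; Detection: glow luminescence from Steady-Glo reagent; Benchmarks: high control tunicamycin 10 µg/mL final, low control DMSO vehicle only.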
NALP3 yeast inh: inhibitors of NALP3 inflammasome in yeast; inhibition, % at 10 µM; Yeast reconstituted NLRP3/ASC/caspase-1, beta-gal luminescence, 24 h; 330,000 compounds, 0.39% hits;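 active means inhibition of 50% or more; inactive means inhibition below 50%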;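 further: plate controls were induced DMSO wells for no effect and uninduced yeast grown without galactose for full effect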
APJ agonist: agonists of human APJ apelin receptor | P35414 | CHO-K1 APJ PathHunter beta-arrestin, luminescence; 0% DMSO wells, 100% apelin | activation, % at 20 µM | 330,000 compounds, 0.11% hits | AID 2520;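 active means activation more than six SD over the plate average, tested at 20 µM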;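 further: 0% = DMSO alone and 100% = apelin-13 at 10 nM; some results filed as inactive read as strong as hits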
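Incubation: overnight seeding, 90 min compound at 25 °C, 1 h detection; test system: PathHunter CHO-K1 APJ (AGTRL-1) beta-arrestin reporter cells; amount: 1000 cells/well; doses: one dose, 20 µM compound, 1% DMSO; measured by: beta-gal luminescence; measure: agonist-driven arrestin binding to APJ; benchmarks: negative DMSO alone, positive Apelin-13 at 10 nM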
GRIN3A LBD mod: NR3A (human) ligand-binding domain modulation | NR3A LBD differential scanning fluorimetry, Tm shift; 0% = protein alone, 100% = glycine-bound protein | Tm shift relative to glycine control, % at 25 µM | 340,000 compounds, 2.5% hits | AID 1259313;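 active means melting temperature shift of at least 10% of the positive control shift, at one fixed dose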
CHOP UPR activ: apoptotic UPR (CHOP) activation | CHO-CHOP luciferase reporter, luminescence; percent of tunicamycin response over DMSO baseline | activation, % at 10 µM | 330,000 compounds, 0.34% hits;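 active means at 10 µM dose, activation of 40% or more, normalized to positive control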;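 further: 100% = tunicamycin at 10 µg/mL and 0% = DMSO alone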
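measured by = luciferase luminescence | assay system = CHO-CHOP cells, stable luciferase reporter of PERK-eIF2a-CHOP signalling | amount = 500 reporter cells seeded per well | timing = 6 h compound exposure at 37 °C after overnight seeding | controls = positive tunicamycin 10 µg/mL, negative DMSO alone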
* hit, by the source's call.

SMILES | Mdm2 MdmX PPI | tim10-1 inh | TIM10 inh | tim23-1 inh | UPR XBP1 act | NALP3 yeast inh | APJ agonist | GRIN3A LBD mod | CHOP UPR activ
COc1ccc(NC(=O)Nc2cccc(F)c2)c(OC)c1 | 3 | -29 | 23 | -5 | 5 | 38 | 2 | 5 | 2.5
CCOc1ccc(N(CC(=O)NCCSCc2ccco2)S(=O)(=O)c2ccc(F)cc2)cc1 | -9 | 11 | 9 | 13 | -6 | 3 | 1 | 2 | -0.3
CNC[C@@H]1Oc2ccc(NC(=O)Nc3ccccc3)cc2C(=O)N([C@@H](C)CO)C[C@H]1C | -12 | 8 | 1 | 9 | -2 | 13 | -1 | -3 | -0.3
COC(=O)CCC(=O)NC(=S)Nc1ccc(S(=O)(=O)N2CCCC2)cc1 | -9 | 20 | 1 | 15 | 6 | 16 | -2 | -2 | -2.1
CC(=O)N(c1c(C)n(C)n(-c2ccccc2)c1=O)C1(C(=O)NC2CCCC2)CCCCC1 | -2 | 7 | 11 | 6 | -2 | 6 | -2 | 0 | -0.2
CC(=O)Nc1ccc(NS(=O)(=O)c2cccc3nonc23)cc1 | 34 | 8 | -8 | 3 | -4 | 8 | -4 | 1 | -1.2
CS(=O)(=O)N(CC(=O)N1CCCC1)Cc1ccc(F)cc1 | -26 | 24 | -4 | 8 | -2 | 7 | 0 | 0 | -0.5
CN1C(=O)C(=O)N(CC(=O)N2CCc3ccccc32)C1=O | 22 | -15 | -8 | 1 | -3 | 11 | -2 | 1 | -0.2
CCn1cc(C(=O)Nn2cnnc2)c(=O)c2ccc(C)nc21 | 5 | 5 | -1 | 15 | 1 | 9 | -3 | 1 | -1.0
COc1ccc(S(=O)(=O)N2CCCCC2)cc1NC(=O)C1CCCO1 (centres undefined) | -2 | -6 | -6 | 3 | 2 | 5 | -3 | 0 | -2.1
COc1cccc(C(=O)OCC(=O)NCCNC(=O)COC(=O)c2cccc(OC)c2OC)c1OC | 20 | -4 | -1 | 0 | -5 | 16 | -5 | -1 | 0.7
CCc1ccc(OCC(=O)Nc2ccncc2)c(Br)c1 | 19 | 9 | -16 | -91 | 0 | 49 | 2 | -1 | 1.8
CCS(=O)(=O)N1N=C(c2ccccc2)CC1c1ccc2nccnc2c1 (centres undefined) | -42 | 24 | 2 | 25 | -1 | 26 | 3 | 0 | 1.3
CCN(CC)CCCn1c(=S)[nH]c2ccccc2c1=O | -8 | 14 | -18 | 21 | -2 | 27 | 8 | 0 | -0.6
O=C(c1ccc(Cl)cc1)N1CCN(c2cccc3[nH]ccc23)CC1 | 6 | -17 | -38 | -17 | -3 | 4 | -3 | 15* | 0.3
Cc1ccc(NC2CCCN(C(=O)c3cn(C)c4ccccc34)C2)cc1C (centres undefined) | 4 | 23 | 10 | 24 | -4 | 5 | -4 | 0 | 0.6
Cc1ccc(S(=O)(=O)N2CCOCC2)cc1NC(=O)COC(=O)c1ccc(Cl)s1 | 2 | 5 | 3 | 7 | -4 | 1 | 4 | 1 | 0.1
COc1ccc2cc(C(C)=O)c(=O)oc2c1 | -20 | 5 | -10 | 0 | 1 | -10 | -2 | 1 | 2.5
CC(=NCCN1CCOCC1)C1=C(O)c2ccccc2C1=O | 0 | -15 | -21 | -1 | -1 | 3 | -4 | -1 | 0.7
N#Cc1nc(-c2cccc3ccccc23)oc1N1CCCCC1 | -89 | 22 | 5 | 28 | 4 | 4 | -3 | -1 | 6.3
O=C1C=C(c2ccnc3cc(Cl)ccc23)C[C@@H](c2ccc3c(c2)OCO3)C1 | 15 | 24 | 5 | 44 | -2 | 42 | 1 | -4 | 2.8
COc1ccc2nc(Nc3ccc4c(c3)OCO4)sc2c1 | 21 | 22 | 1 | 8 | 4 | 4 | 2 | 16* | 7.0
CCOC(=O)c1c(NC(=O)CSc2nc3ccc(OC)cc3[nH]2)sc2c1CC(C)(C)NC2(C)C | 44 | 1 | -5 | -2 | 6 | 0 | -6 | 0 | 1.2
O=C(C1=C(O)C(=O)N(CCOCCO)C1c1cccc([N+](=O)[O-])c1)c1cccs1 (centres undefined) | 14 | -2 | -8 | 12 | -3 | -7 | -7 | 2 | 4.3
CNC(=O)Nc1ccccc1C(=O)Nc1ccccc1 | 1 | 6 | 0 | 14 | -1 | -1 | -4 | 0 | -0.5
CC(=O)NC/C(C)=N\Nc1ccc([N+](=O)[O-])cc1 | -14 | 31 | 49* | 5 | 4 | 23 | -1 | -1 | 0.8
O=C(Cc1ccc(Br)cc1)OCC(=O)c1ccc2c(c1)OCCO2 | 17 | 23 | 2 | 18 | 3 | 35 | -4 | -3 | -2.1
CCOc1ccc(S(=O)(=O)/N=C(/Nc2ccc(C)c(S(=O)(=O)N3CCOCC3)c2)c2ccccc2)cc1 | 14 | -1 | 2 | 5 | -3 | 20 | -2 | -3 | 0.2
O=C(c1ccccn1)N(Cc1cc2ccccc2[nH]c1=O)C1CCCCC1 | -8 | 9 | 3 | -4 | -3 | -3 | 3 | 8 | -0.5
COC(=O)c1c(NC(C)=O)sc(Cc2ccccc2)c1C | 11 | 30 | -1 | 17 | 4 | 26 | 1 | -3 | -0.7
Cc1cccc(OCC(=O)Nc2cccc(-c3nnc(-c4ccccc4)o3)c2)c1C | 14 | 9 | 4 | 0 | -1 | -2 | 3 | 2 | 2.7
NNC(=O)c1cnn(Cc2ccccc2)c1N | 11 | 12 | -3 | 2 | 2 | 2 | -2 | 0 | -3.2
Cc1ccc(SCCC(=O)OCC(=O)NCC2CCCCC2)cc1 | 6 | 30 | 2 | 34 | -2 | -10 | -2 | 1 | 0.9
CC(=O)Oc1ccc(Cl)cc1/C=C/c1ccc2ccccc2n1 | 3 | -2 | 23 | 28 | 3 | -2 | 0 | -7 | 3.0
O=C(COC(=O)c1ccc([N+](=O)[O-])o1)NC12CC3CC(CC(C3)C1)C2 | -9 | -84 | 45* | 13 | -1 | 8 | 1 | -7 | 1.4
COc1ccc(-c2nnn(CC(=O)N(Cc3cccs3)C(C)C(=O)NCCC(C)C)n2)cc1OC (centres undefined) | 22 | 25 | 4 | 17 | -1 | 0 | -1 | 1 | -2.6
Cn1c(N)c(C(=O)COC(=O)COc2ccc(Cl)cc2)c(=O)n(C)c1=O | 2 | 13 | 5 | 11 | -3 | 9 | -4 | 0 | -0.3
CC1CN(C(=O)c2cccc(S(=O)(=O)N3CCOCC3)c2)CC(C)O1 (centres undefined) | 13 | -1 | 1 | -5 | -2 | 13 | -2 | -1 | -0.8
Cc1nc2c(c(C)c1C#N)C(=O)c1ccccc1-2 | -29 | 8 | 3 | 3 | -1 | -25 | 0 | -3 | -2.2
O=C(CCN1CCCO1)N1CCCC(N2CCN(c3ccccc3F)CC2)C1 (centres undefined) | 7 | -9 | 1 | 1 | -4 | 10 | -2 | 0 | 0.6
COc1ccc(CN2CCCC(CO)(Cc3cccc(Cl)c3)C2)cc1OC (centres undefined) | -3 | 10 | 3 | 16 | 1 | 26 | -2 | 0 | 0.3
O=C(CN1C(=O)NC2(CCCCCC2)C1=O)c1ccc(Cl)cc1 | -40 | -12 | -11 | 18 | 3 | 11 | 2 | -2 | 2.1
Cc1ccc(C)c(CN2CCCNC2=O)c1 | -1 | 9 | -3 | 13 | -3 | 12 | -3 | 0 | -0.3
Cn1nccc1NC(=O)Nc1cccc(Cl)c1Cl | 6 | 9 | 21 | 1 | -1 | -1 | 0 | 4 | -0.2
CN(CCOc1ccc(Cl)cc1)C(=O)c1cc([N+](=O)[O-])ccc1N1CCOCC1 | -6 | 7 | 2 | 3 | -3 | 19 | 3 | 1 | 1.6
NC(CC(=O)O)c1ccc(F)cc1 (centres undefined) | 29 | 10 | -7 | 7 | -1 | -1 | 2 | -1 | -2.2
C/C=C/C=C\C(=O)Nc1cccc(C2=NOC3(C2)C[C@@H](C(N)=O)N(C(=O)c2cc([N+](=O)[O-])cc([N+](=O)[O-])c2)C3)c1 (some centres undefined) | 18 | 13 | 22 | 8 | 1 | 12 | 24 | -3 | 0.5
Cc1ccc(NC(=O)CC2S/C(=N/N=C/c3ccco3)NC2=O)cc1Cl (centres undefined) | -10 | 21 | -9 | -10 | 1 | 14 | -3 | 4 | -2.3
OC(Cc1ccncc1)(c1ccccc1)c1ccccc1 | 22 | -36 | -49 | -67 | -1 | 10 | -3 | 14* | -0.6
O=C(COC(=O)c1cc(F)cc(F)c1)Nc1cccnc1Cl | 6 | 6 | -12 | 9 | -3 | 2 | 2 | -2 | -1.9
CC(CC(=O)Nc1ccc(S(=O)(=O)N2CCOCC2)cc1)c1ccccc1 (centres undefined) | -16 | 16 | -11 | 26 | -3 | 0 | -3 | -1 | -0.5

Some of the entries so far, with values under each structure:
Below each compound: Mdm2 MdmX PPI, tim10-1 inh, TIM10 inh, tim23-1 inh, UPR XBP1 act, NALP3 yeast inh, APJ agonist, GRIN3A LBD mod, CHOP UPR activ
Cn1c(N)c(C(=O)COC(=O)COc2ccc(Cl)cc2)c(=O)n(C)c1=O
    2, 13, 5, 11, -3, 9, -4, 0, -0.3
CC1CN(C(=O)c2cccc(S(=O)(=O)N3CCOCC3)c2)CC(C)O1 (centres undefined)
    13, -1, 1, -5, -2, 13, -2, -1, -0.8
Cc1nc2c(c(C)c1C#N)C(=O)c1ccccc1-2
    -29, 8, 3, 3, -1, -25, 0, -3, -2.2
O=C(CCN1CCCO1)N1CCCC(N2CCN(c3ccccc3F)CC2)C1 (centres undefined)
    7, -9, 1, 1, -4, 10, -2, 0, 0.6
COc1ccc(CN2CCCC(CO)(Cc3cccc(Cl)c3)C2)cc1OC (centres undefined)
    -3, 10, 3, 16, 1, 26, -2, 0, 0.3
O=C(CN1C(=O)NC2(CCCCCC2)C1=O)c1ccc(Cl)cc1
    -40, -12, -11, 18, 3, 11, 2, -2, 2.1
Cc1ccc(C)c(CN2CCCNC2=O)c1
    -1, 9, -3, 13, -3, 12, -3, 0, -0.3
Cn1nccc1NC(=O)Nc1cccc(Cl)c1Cl
    6, 9, 21, 1, -1, -1, 0, 4, -0.2
CN(CCOc1ccc(Cl)cc1)C(=O)c1cc([N+](=O)[O-])ccc1N1CCOCC1
    -6, 7, 2, 3, -3, 19, 3, 1, 1.6
NC(CC(=O)O)c1ccc(F)cc1 (centres undefined)
    29, 10, -7, 7, -1, -1, 2, -1, -2.2
C/C=C/C=C\C(=O)Nc1cccc(C2=NOC3(C2)C[C@@H](C(N)=O)N(C(=O)c2cc([N+](=O)[O-])cc([N+](=O)[O-])c2)C3)c1 (some centres undefined)
    18, 13, 22, 8, 1, 12, 24, -3, 0.5
Cc1ccc(NC(=O)CC2S/C(=N/N=C/c3ccco3)NC2=O)cc1Cl (centres undefined)
    -10, 21, -9, -10, 1, 14, -3, 4, -2.3
